TcdB GH inh = inhibitors of Clostridioides difficile toxin B glycohydrolase; P18177; TcdB glycohydrolase enzymatic assay, plate reader; inhibition, % at 9.99 µM; 0.24% of 350,000 active; in the data active means inhibition above about 10%
Target sequence (P18177 whole entry, looked up): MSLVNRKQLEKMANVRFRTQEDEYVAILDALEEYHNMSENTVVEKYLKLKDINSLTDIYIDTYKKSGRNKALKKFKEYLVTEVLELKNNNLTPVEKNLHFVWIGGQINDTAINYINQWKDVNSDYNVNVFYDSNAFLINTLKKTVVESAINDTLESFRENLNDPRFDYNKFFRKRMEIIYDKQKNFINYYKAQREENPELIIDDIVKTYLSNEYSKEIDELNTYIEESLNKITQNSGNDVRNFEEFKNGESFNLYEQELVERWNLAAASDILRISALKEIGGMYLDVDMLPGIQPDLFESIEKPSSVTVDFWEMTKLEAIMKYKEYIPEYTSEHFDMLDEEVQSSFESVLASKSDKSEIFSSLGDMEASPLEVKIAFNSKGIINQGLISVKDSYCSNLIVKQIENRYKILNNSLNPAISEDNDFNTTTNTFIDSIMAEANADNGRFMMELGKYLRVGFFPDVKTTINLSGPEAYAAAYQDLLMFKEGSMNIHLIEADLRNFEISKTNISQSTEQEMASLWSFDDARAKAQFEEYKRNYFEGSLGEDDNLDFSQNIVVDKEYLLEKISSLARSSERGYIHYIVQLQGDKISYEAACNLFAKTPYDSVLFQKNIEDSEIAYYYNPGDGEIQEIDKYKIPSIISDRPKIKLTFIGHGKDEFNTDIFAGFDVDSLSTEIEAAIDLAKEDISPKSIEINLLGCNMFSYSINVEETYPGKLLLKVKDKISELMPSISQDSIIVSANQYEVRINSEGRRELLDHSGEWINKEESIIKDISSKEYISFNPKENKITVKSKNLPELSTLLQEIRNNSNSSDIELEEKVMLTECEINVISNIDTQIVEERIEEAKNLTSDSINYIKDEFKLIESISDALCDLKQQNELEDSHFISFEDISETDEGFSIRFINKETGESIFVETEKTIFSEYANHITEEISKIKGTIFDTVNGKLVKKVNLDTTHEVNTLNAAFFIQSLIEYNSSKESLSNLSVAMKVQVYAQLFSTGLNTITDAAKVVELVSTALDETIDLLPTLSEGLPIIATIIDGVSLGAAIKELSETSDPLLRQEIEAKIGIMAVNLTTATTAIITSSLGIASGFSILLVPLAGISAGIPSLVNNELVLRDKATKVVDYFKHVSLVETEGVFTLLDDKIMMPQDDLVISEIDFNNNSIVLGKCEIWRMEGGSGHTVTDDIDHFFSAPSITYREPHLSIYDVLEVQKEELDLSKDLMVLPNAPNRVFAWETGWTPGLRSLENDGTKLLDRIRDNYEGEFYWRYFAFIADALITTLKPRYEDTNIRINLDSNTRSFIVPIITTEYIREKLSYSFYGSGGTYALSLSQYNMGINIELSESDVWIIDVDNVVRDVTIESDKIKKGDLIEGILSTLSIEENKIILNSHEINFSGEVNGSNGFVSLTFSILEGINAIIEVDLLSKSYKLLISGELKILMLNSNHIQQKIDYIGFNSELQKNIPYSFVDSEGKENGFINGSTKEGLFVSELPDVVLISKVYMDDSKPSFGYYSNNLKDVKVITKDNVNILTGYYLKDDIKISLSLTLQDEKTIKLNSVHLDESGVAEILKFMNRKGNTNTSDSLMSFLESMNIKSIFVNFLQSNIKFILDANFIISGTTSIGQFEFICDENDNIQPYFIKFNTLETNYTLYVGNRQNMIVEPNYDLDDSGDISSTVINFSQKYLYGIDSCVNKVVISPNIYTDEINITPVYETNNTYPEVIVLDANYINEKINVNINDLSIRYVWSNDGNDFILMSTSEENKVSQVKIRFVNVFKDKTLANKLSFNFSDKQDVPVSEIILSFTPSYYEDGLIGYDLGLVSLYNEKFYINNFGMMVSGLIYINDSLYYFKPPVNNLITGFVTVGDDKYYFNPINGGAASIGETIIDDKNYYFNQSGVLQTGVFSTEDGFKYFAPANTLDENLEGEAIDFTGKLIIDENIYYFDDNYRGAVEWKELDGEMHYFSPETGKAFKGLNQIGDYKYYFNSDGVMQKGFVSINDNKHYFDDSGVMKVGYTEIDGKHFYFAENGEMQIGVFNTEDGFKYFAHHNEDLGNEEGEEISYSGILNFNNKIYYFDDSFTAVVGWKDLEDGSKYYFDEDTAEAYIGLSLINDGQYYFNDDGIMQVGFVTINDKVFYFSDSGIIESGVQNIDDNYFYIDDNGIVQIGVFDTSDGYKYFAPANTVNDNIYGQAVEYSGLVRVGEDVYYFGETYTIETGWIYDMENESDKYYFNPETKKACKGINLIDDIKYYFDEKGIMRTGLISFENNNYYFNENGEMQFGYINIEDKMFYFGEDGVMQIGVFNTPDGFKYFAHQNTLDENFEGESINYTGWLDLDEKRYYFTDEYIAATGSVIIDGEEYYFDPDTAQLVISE
SSB-PriA inh = blocks PriA binding to SSB C-terminal tail; AlphaScreen SSBct-PriA binding, biotinylated peptide; 0.6% of 430,000 active; inhibition, % at 33 µM; in the data active means inhibition mostly above about 37%, no sharp cut-off; inactive means mostly below about 20%;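 further: plate controls were negative control peptide for no effect and reference peptide for full effect; strong numbers were not always called active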
Rv3671c protease = Rv3671c (M. tuberculosis) protease inhibition. inhibition, % at 5.96 µM. 0.048% of 320,000 active; in the data active means inhibition above about 38%;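 further: extracellular domain of Rv3671c used as enzyme; 0% = enzyme with DMSO and 100% = no enzyme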
Anthrax LF prot = inhibitors of Bacillus anthracis lethal factor protease; P15917; multiplex microsphere protease cleavage assay, LF; inhibition, % at 10 µM; 0.12% of 360,000 active; AID 588501; in the data active means inhibition above about 30%; further: plate controls were buffer without enzyme for full effect and enzyme alone for no effect
3CLpro inhibitor = SARS-CoV 3CLpro protease inhibition; P0C6X7; recombinant SARS-CoV 3CLpro, quenched FRET peptide cleavage; inhibition, % at 6 µM; 0.14% of 290,000 active; AID 1706; in the data active means inhibition above about 12%
MazEF act = activators of E. coli MazEF toxin-antitoxin RNase. P0AE70. FAM/BHQ RNA-DNA oligo cleavage fluorescence, 5 h. activation, % at 20 µM. 0.32% of 350,000 active; in the data active means activation above about 50%
PfHsp40 yeast = rescue of PfHsp40-mediated yeast toxicity; S. cerevisiae expressing PfHsp40, growth rescue, ATP luminescence; growth rescue, % at 12.5 µM; 0.68% of 340,000 active; AID 504582; in the data active means growth rescue above about 28%, passing the limit was not always enough;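 further: yeast W303a lacking pdr1 and pdr3 grown in galactose medium; growth measured after three days at 30 °C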
VHR inh abs = blocks human VHR1 dual specificity phosphatase; 0.52% of 290,000 active; P51452; inhibition, % at 13.3 µM; recombinant VHR phosphatase, pNPP absorbance; AID 1654; in the data active means inhibition above about 50%; further: some compounds called inactive have numbers as strong as hits
Y pestis TopoI = inhibitors of Yersinia pestis topoisomerase I | Y. pestis Topo-I cleavage product accumulation, plate reader | 0.064% of 360,000 active | activity, % at 10 µM | AID 504884; in the data active means activity above about 50%, passing the limit was not always enough; further: inactives centre near 2
BH1578 lux ind = inducers of Vibrio cholerae quorum light production without autoinducers; V. cholerae BH1578 lux reporter, luminescence, 6 h; activation, % at 18.7 µM; 0.16% of 350,000 active; AID 588436; in the data active means activation mostly above about 9.7%, no sharp cut-off; further: not every result past the cut was called active; inactives centre near 0; reference of the scale not given here
Numbers without * were called inactive; i = inactive; . = no result given; & = joins results of further samples. The list is partial; count on the stated rates, not on these rows.

The opening five compounds as a preview:
SMILES	TcdB GH inh	SSB-PriA inh	Rv3671c protease	Anthrax LF prot	3CLpro inhibitor	MazEF act	PfHsp40 yeast	VHR inh abs	Y pestis TopoI	BH1578 lux ind
COc1ccc(C(N)c2csc(NC(=O)Nc3cccc(C(F)(F)F)c3)n2)cc1 (stereo unspecified)	0.4	.	.	-1	.	.	.	.	-18	i
CCCN1C(=O)/C(=C/c2ccc3c(c2)OCO3)NC1=S	1.7	-2	.	-2	-1	-26	0.0	34	4	-0.4
CCOC(=O)NC(NCc1ccccc1)(C(F)(F)F)C(F)(F)F	0.1	-8	1	3	5	-6	-1.3	24	-11	-0.6
NS(=O)(=O)c1ccc(CCNC(=O)CCc2nc3ccccc3s2)cc1	2.3	-8	5	-2	2	0	0.5	-9	8	0.0
CNCCOc1ccc(Cl)c(Cl)c1	0.2	-11	-11	-2	-4	-8	-0.5	2	4	i

The whole of this part, from the first entry:
SMILES	TcdB GH inh	SSB-PriA inh	Rv3671c protease	Anthrax LF prot	3CLpro inhibitor	MazEF act	PfHsp40 yeast	VHR inh abs	Y pestis TopoI	BH1578 lux ind
COc1ccc(C(N)c2csc(NC(=O)Nc3cccc(C(F)(F)F)c3)n2)cc1 (stereo unspecified)	0.4	.	.	-1	.	.	.	.	-18	i
CCCN1C(=O)/C(=C/c2ccc3c(c2)OCO3)NC1=S	1.7	-2	.	-2	-1	-26	0.0	34	4	-0.4
CCOC(=O)NC(NCc1ccccc1)(C(F)(F)F)C(F)(F)F	0.1	-8	1	3	5	-6	-1.3	24	-11	-0.6
NS(=O)(=O)c1ccc(CCNC(=O)CCc2nc3ccccc3s2)cc1	2.3	-8	5	-2	2	0	0.5	-9	8	0.0
CNCCOc1ccc(Cl)c(Cl)c1	0.2	-11	-11	-2	-4	-8	-0.5	2	4	i
O=C(CNC(=O)c1ccccc1F)OCC(=O)N1CCCc2ccccc21	.	-12	-1	1	-1	-2	-0.6	-8	3	-2.0
CC[C@@H](C)[C@@H](C(=O)N1CCN(C(=O)OC(C)(C)C)CC1)n1cc(CCCCNC(=O)OC(C)(C)C)nn1	0.2	-4	4	-4	1	6	0.2	14	-2	-1.0
Cc1ccc(N2CC(C(=O)N3CCC(C(=O)Nc4nncs4)CC3)CC2=O)cc1 (stereo unspecified)	-0.1	-6	-3	-8	-6	2	-0.9	26	-4	i
O=C(Cc1nc2ccccc2[nH]1)N/N=C/c1ccccc1	0.4	.	-14	0	-2	6	-0.3	26	-3	0.1
O=C(NC(=O)c1ccc(Cl)cc1)OC1CCCCC1	.	-6	-11	0	2	12	0.4	5	8	-1.0
CCOC(=O)c1sc2nc(C)nc(SC(C)C(=O)N(C)c3ccccc3)c2c1C (stereo unspecified)	1.0	4	6	3	.	2	2.9	.	23	-0.7
Cc1ccc(OC(C)C(=O)N2CCCc3ccccc32)cc1 (stereo unspecified)	.	-18	0	-7	-1	-1	-0.5	39	9	-0.2
Cc1ccc(C2(C)NC(=O)N(CC(=O)N3CCN(S(=O)(=O)c4ccccc4[N+](=O)[O-])CC3)C2=O)cc1 (stereo unspecified)	0.2	4	.	-2	.	6	-0.6	.	25	i
Cc1cccc(N(CC(=O)NCc2ccco2)C(=O)CCC(=O)Nc2ccccn2)c1C	1.5	16	-9	-10	2	5	1.7	36	20	-0.2
Cc1ccc(SCc2ccc(C(=O)N3CCCCC3)cc2)cc1	2.1	-2	-3	2	2	-23	1.5	6	14	i
S=C(NCCc1cccc(Cl)c1)NCc1ccccc1	.	.	.	4	0	.	-0.1	11	-2	-0.4
CC(=O)Nc1ccc(-c2cc(NC(C)=O)n(-c3ccccc3)n2)cc1	.	-11	2	0	3	4	-1.1	-24	-6	0.7
O=C1Nc2ccccc2/C1=C/c1ccccc1F	0.8	7	3	0	3	-1	-1.2	.	10	-0.9
CC(=O)c1cccc(NC(=O)C2CCN(S(=O)(=O)c3ccccc3)CC2)c1	.	-4	7	0	-6	8	-1.3	-25	-5	-0.4
COc1ccc(-n2nc3c(c2NC(=O)COc2ccccc2OC)CS(=O)(=O)C3)cc1	-2.9	.	.	5	.	-12	.	.	-1	-0.7
NC(=O)c1ccsc1NC(=O)COC(=O)c1ccncc1	4.2	4	.	-1	.	11	-0.3	.	11	-1.2
COc1ccc(C2N=C(N)N=C(N)N2c2ccccc2OC)cc1OC (stereo unspecified)	.	-2	-5	2	0	3	0.0	27	-3	3.2
CN=C(Nc1cccc(Cl)c1)SC1CC(=O)N(c2ccc(OC)cc2)C1=O (stereo unspecified)	1.6	-7	-4	-10	2	7	7.7	-12	1	0.2
CSc1ccc(CN(C)CC(=O)N(C)CC(=O)Nc2ccccc2Br)cc1	2.3	-2	7	0	.	2	0.0	.	25	i
COc1ccc(S(=O)(=O)CCC(=O)NCCc2ccc(C)cc2)cc1	.	-11	5	-4	-2	1	0.1	0	13	i

The list continues:
SMILES	TcdB GH inh	SSB-PriA inh	Rv3671c protease	Anthrax LF prot	3CLpro inhibitor	MazEF act	PfHsp40 yeast	VHR inh abs	Y pestis TopoI	BH1578 lux ind
C=C(C)n1c(=O)n(Cc2ccc(C)cc2)c2ccccc21	-0.7	-6	3	-7	6	-4	6.0	6	25	-0.5
CC(C)CC1Nc2ncnc(N3CCN(c4ccccc4)CC3)c2N(Cc2ccc(Cl)cc2)C1=O (stereo unspecified)	1.6	9	0	-3	.	-17	-2.6	.	36	i
CC(C)Cc1csc(=S)[nH]1	0.1	-7	.	1	.	6	-0.1	.	-7	i
O=C(/C=C/c1c(Cl)cccc1Cl)Nc1ccncc1	.	-19	-22	0	2	11	0.6	2	6	3.0
COc1ccc(C2Nc3ccccc3C(=O)N2NC(=O)c2ccccc2)cc1OC (stereo unspecified)	0.2	0	8	-1	0	10	-0.7	3	8	-0.9
COc1ccc(NC(=O)C2CCN(S(C)(=O)=O)CC2)cc1	0.1	-19	-5	-7	-1	4	-0.4	27	4	i
COc1ccc(/C=N/NS(=O)(=O)c2ccccc2)cc1OS(=O)(=O)c1ccccc1	.	.	-10	1	7	-2	-1.7	11	-2	i
CCOC(=O)c1c(NC(C)=O)sc(/C(C)=N/Nc2ccc(C(=O)O)cc2)c1C	-2.1	.	-3	-1	6	-6	-1.9	5	1	-0.8
Clc1ccc(COc2ccccc2CNCc2cccnc2)cc1	2.5	-4	-5	6	2	-1	-0.1	9	19	-1.9
CN1CCN(C(CNS(=O)(=O)c2ccc(Br)cc2)c2ccc3c(c2)OCO3)CC1 (stereo unspecified)	1.1	-13&11	-7	0	.	6	0.6	.	-10	-0.7
COc1ccc(C(=O)Nc2ccc3ccccc3c2)cc1OC	-0.4	-4	-13	-15	1	5	-0.6	40	-4	0.4
CCCCCCCCCCCCCCC(O)C[N+](C)(CCO)CCO (stereo unspecified)	1.8	-15	.	-7	.	-27	23	.	-40	i
Cc1ccc(-n2nnnc2-c2cccnc2)cc1	1.0	3	-5	2	2	7	0.0	-5	0	-0.5
O=C(Nc1nc2c(s1)CCCC2)c1ccc(N2C(=O)CCC2=O)cc1	1.9	4	1	-1	2	-2	-0.3	10	-12	i
Cc1sc2nc(CSc3nnc(Cc4cccs4)n3C3CCCCC3)[nH]c(=O)c2c1C	.	-10	-2	0	-4	-2	1.5	6	5	11
COc1ccc(S(=O)(=O)N2CCc3ccccc32)cc1C(=O)NCCc1ccc(S(N)(=O)=O)cc1	-1.4	0	-18	8	.	8	0.0	.	28	0.0
C=CCn1c(SCC(=O)N2CCOCC2)nc(O)c(Cc2ccccc2)c1=O	.	-6	6	2	0	2	-1.9	12	2	i
COc1ccc(/C=C2\N=C(C)OC2=O)cc1[N+](=O)[O-]	0.0	-6	9	0	-1	5	2.5	17	-1	-0.1
Cc1ccccc1S(=O)(=O)Cc1ccc(C(=O)NCc2cccs2)o1	.	-5	-8	4	-1	-11	0.8	15	-6	-0.3
Cc1c(C(=O)NCC(C)(C)N2CCOCC2)oc2ccccc12	0.9	-8	1	-1	.	2	-0.9	.	2	1.9
COc1ccc(NC(=S)Nc2ccc(F)cc2)cc1	2.4	-7	5	-2	3	-9	-1.5	35	-2	-0.3
Cc1ccc(NC(=O)C2CCN(S(C)(=O)=O)CC2)c(C)c1	-0.2	-13	.	4	4	5	0.4	18	-3	i
CCCc1c(C(=O)N/N=C/c2cccc(OCc3ccc(F)cc3)c2)nnn1-c1nonc1N	1.3	.	-20	-4	1	-12	0.8	20	-4	-2.9
Cc1[nH]n(-c2ccccc2)c(=O)c1N=Nc1ccc(C(N)=O)cc1	0.5	-5	-2	3	2	7	1.1	16	-9	i
Cc1cc(C)n(C(=O)c2ccc(C)c(S(=O)(=O)N3CCCC3)c2)n1	.	-2	-3	-1	2	-13	1.4	-12	2	i

Exported with each value named: 2 of the compounds above
Cc1sc2nc(CSc3nnc(Cc4cccs4)n3C3CCCCC3)[nH]c(=O)c2c1C
  TcdB GH inh: . | SSB-PriA inh: -10 | Rv3671c protease: -2 | Anthrax LF prot: 0 | 3CLpro inhibitor: -4 | MazEF act: -2 | PfHsp40 yeast: 1.5 | VHR inh abs: 6 | Y pestis TopoI: 5 | BH1578 lux ind: 11
COc1ccc(S(=O)(=O)N2CCc3ccccc32)cc1C(=O)NCCc1ccc(S(N)(=O)=O)cc1
  TcdB GH inh: -1.4 | SSB-PriA inh: 0 | Rv3671c protease: -18 | Anthrax LF prot: 8 | 3CLpro inhibitor: . | MazEF act: 8 | PfHsp40 yeast: 0.0 | VHR inh abs: . | Y pestis TopoI: 28 | BH1578 lux ind: 0.0

New compounds follow.
SMILES	TcdB GH inh	SSB-PriA inh	Rv3671c protease	Anthrax LF prot	3CLpro inhibitor	MazEF act	PfHsp40 yeast	VHR inh abs	Y pestis TopoI	BH1578 lux ind
CCOc1ccc(-c2[nH]ncc2-c2csc(C)n2)c(O)c1	0.6	2	-1	-3	3	4	1.5	9	-5	-0.2
COC(=O)CSc1nnc(CCc2nc3ccccc3[nH]2)n1C	.	-5	-7	1	-3	6	0.5	0	10	-0.5
Cc1ccc(S(=O)(=O)N2CCN(C(=O)CN3CCCCC3)C2C(C)C)cc1 (stereo unspecified)	0.3	-12	0	0	0	1	1.4	-10	9	i
Cc1nc2c(-c3ccc(F)cc3)c(C)nn2c(C)c1CCC(=O)N1CCC(Cc2ccccc2)CC1	-0.1	-12	4	-7	-1	7	0.0	29	33	-0.3
CCN(CC)S(=O)(=O)c1ccc(N2CCOCC2)c(NC(=O)C2CSC3(C)CCC(=O)N23)c1 (stereo unspecified)	0.4	-1	-5	3	-3	-5	-0.2	-3	25	i
Cc1ccc(S(=O)(=O)N2CCN(CC(=O)N/N=C\c3cccnc3)CC2)cc1	.	.	17	-2	2	0	-1.1	12	-6	-0.4
CCC1=C(OC(=O)N(CC)CC)N2C(=O)OC(=NCC3CC3)[C@]2(C)[C@H]2C1=CC[C@H]1C(=O)NC(=O)[C@H]12	0.7	-7	-16	-4	.	1	-0.7	38	-2	3.0
Cc1nn(-c2ccccc2)c(Cl)c1/C=N/NC(=O)c1nn(C)cc1[N+](=O)[O-]	0.7	i	-7	-2	-3	1	1.4	24	8	-0.3
CC(=O)N1CCC(N(CCCOC(C)C)C(=O)Nc2ccc(Cl)cc2)CC1	0.9	0	6	-8	-3	-13	0.2	.	10	-0.3
O=C(COc1ccc(S(=O)(=O)NC2CCCCC2)cc1)NC1CCCC1	0.1	-3	-1	-6	5	0	-0.9	16	9	i
O=C(COC(=O)c1ccc2c(c1)OCCO2)NCc1ccccc1	.	.	-3	-5	0	7	-1.0	36	2	i
O=C(NCc1ccc2c(c1)OCO2)C1CCN(S(=O)(=O)N2CCOCC2)CC1	.	0	10	-2	-5	5	-0.2	-3	-2	-0.4
COC(C[C@@H](O)C[C@H](O)COCc1ccccc1)OC	5.8	4	.	3	.	7	-1.1	19	1	i

From PubChem BioAssay
